AmpC inh det = Promiscuous and Specific Inhibitors of AmpC Beta-Lactamase (assay with detergent). P00811. purified AmpC, nitrocefin hydrolysis with detergent. Potency, µM (top dose mostly 28.7 µM), for the others: at the highest dose activity change, negative = inhibition. actives 0.09% (n = 71,000). AID 584, 2007; active = well fitted curve in the direction sought with a large enough effect
Target sequence (P00811 whole entry, looked up): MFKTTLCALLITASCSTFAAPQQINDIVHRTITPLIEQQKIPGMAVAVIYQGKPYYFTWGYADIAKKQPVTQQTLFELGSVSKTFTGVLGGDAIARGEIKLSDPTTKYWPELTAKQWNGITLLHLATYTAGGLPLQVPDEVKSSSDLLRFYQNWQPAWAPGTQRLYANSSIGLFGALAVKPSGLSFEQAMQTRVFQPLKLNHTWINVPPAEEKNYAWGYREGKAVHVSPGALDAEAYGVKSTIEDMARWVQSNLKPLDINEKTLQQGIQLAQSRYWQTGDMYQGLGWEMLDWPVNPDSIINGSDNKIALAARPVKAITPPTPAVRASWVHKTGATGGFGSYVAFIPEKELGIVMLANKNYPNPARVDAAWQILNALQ
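E. coli AmpC (5.3 nM) in 20 mM phosphate pH 7.0 with 0.01% Triton X-100, preincubated 15 min RT with compound; nitrocefin (2 uL of 800 uM stock) hydrolysis followed by 480 nm absorbance every 20 s over 4 min.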
* hit, by the source's call; & = joins results of further samples; [ ] = another dose, or the depositor's remark. % is set by controls: 0 for no effect and ±100 for the full control effect; potency is the fitted concentration of half-maximal effect. This is a subset; count on the stated rates, not on these rows.

SMILES	AmpC inh det
O=C(O)C1=CC(=C(c2ccc(O)c(C(=O)O)c2)c2ccc(O)c(C(=O)O)c2)C=CC1=O	10µM*
CCNc1nc(NC(C)(C)C)nc(SC(C(C)=O)C(C)=O)n1	0%
COc1ccc(-c2nc(CS(=O)CC(=O)NCc3ccc(Cl)cc3)c(C)o2)cc1 (configuration not stated)	8%
CCCC1=C(C(=O)OCC)C2(C(=O)Nc3ccccc32)C(C#N)=C(N)O1 (configuration not stated)	7%
CCC(c1nnnn1CCOC)N1CCN(Cc2ccccc2OC)CC1 (configuration not stated)	15%
CC1CCc2nc(NCCO)nc(C(F)(F)F)c2C1 (configuration not stated)	-3%
Cn1c(SCC(=O)N2CCc3ccccc32)nnc1C1CC1	-1%
CS(=O)(=O)Nc1cccc(-c2ccc3ncnc(NC4CCNCC4)c3c2)c1	-6%
CCOC(=O)N1CCN(C(=O)c2cccc(NC3=NC4CS(=O)(=O)CC4S3)c2)CC1 (configuration not stated)	-3%
O=S(=O)(O)/C(=C\c1ccccc1)c1ccccc1 (tested in a mixture with another compound)	-4%[5.75 µM]
Cc1ccc(C(=O)N2CCN(c3ccc(Cl)cc3)CC2)cc1	-6%
CCOC(=O)C1CCN(C(=O)CN(c2cccc(C(F)(F)F)c2)S(C)(=O)=O)CC1	2%
Nn1c(SCC(=O)Nc2ccccc2F)nnc1-c1cccnc1	11%
O=C(COC(=O)C1CC1)Nc1ccc(Oc2ccccc2)cc1	-2%
CN(C)c1ccc(N=Nc2ccccc2)cc1	6%

Some values from the list.
AmpC inh det result of CCCC1=C(C(=O)OCC)C2(C(=O)Nc3ccccc32)C(C#N)=C(N)O1 (configuration not stated) stands at 7%
AmpC inh det result of O=C(O)C1=CC(=C(c2ccc(O)c(C(=O)O)c2)c2ccc(O)c(C(=O)O)c2)C=CC1=O stands at 10µM*

The list continues:
SMILES	AmpC inh det
O=C(CNc1ccccc1)Nc1ccc(F)cc1	-2%
Nc1ccn([C@H]2O[C@@H](COP(=O)(O)O)[C@@H](O)[C@H]2O)c(=O)n1	0%[5.75 µM]
Cc1occc1C(=O)NCc1ccccn1	-4%
COc1cc(NC(=O)COc2cccc(OC)c2)cc(OC)c1	2%
COc1ccccc1CNc1ccnc(-c2ccccc2C(F)(F)F)n1	8%
CCOC(=O)CNC(=O)c1cc(C)oc1C	-6%
COCCNC(=O)C1CC(c2cccc(OC)c2)=NO1 (configuration not stated)	-1%
CCCOc1ccccc1C1CC(=O)Nc2cc3c(cc21)OCO3 (configuration not stated)	-4%
CCOc1cc(CN2CCN(c3cccc(C(F)(F)F)c3)CC2)ccc1O	9%
COc1ccc2cc(C#N)c(N3CCN(Cc4nnnn4CCC(C)C)CC3)nc2c1	-4%
CC(C)OC(=O)CSc1nc2ccccc2s1	-7%
COc1cc(OC)c(C2=NOC(C(=O)NCc3ccc4c(c3)OCO4)C2)cc1Cl (configuration not stated)	-1%
O=C(NCc1ccccc1)N1CCN(c2ccc(Cl)c(Cl)c2)CC1	-1%
O=C(Nc1cc(C(=O)N2CCOCC2)cc(C(=O)N2CCOCC2)c1)c1cc(F)c(F)cc1Cl	-2%
CCOC(=O)c1c(NC(=O)CSc2nnc(CNc3ccc(OC)cc3)n2C)sc(C)c1C	0%

3 compounds already listed, sorted by count of non-hydrogen atoms, low to high.
SMILES	AmpC inh det
COc1cc(NC(=O)COc2cccc(OC)c2)cc(OC)c1	2%
CCOc1cc(CN2CCN(c3cccc(C(F)(F)F)c3)CC2)ccc1O	9%
COc1cc(OC)c(C2=NOC(C(=O)NCc3ccc4c(c3)OCO4)C2)cc1Cl (configuration not stated)	-1%

(listing goes on)
SMILES	AmpC inh det
CCCCCC1=C2CNC(CC(C)C)(C(=O)OC)C=C2C(C)C1=O (configuration not stated)	-3%
O=C(Nc1ccccc1OC(F)F)c1ccc(F)cc1	-3%
Cn1cccc1Cc1nnc(SCC(=O)Nc2ccccc2F)n1-c1ccc(F)cc1	14%
COCCn1c(SCC(=O)Nc2nnc(C)s2)nnc1-c1ccncc1	0%
CC1Cc2ccccc2N1C(=O)COC(=O)Cn1nnc(-c2ccccc2)n1 (configuration not stated)	-1%
c1nc(N2CCNCC2)c2cc(-c3ccc4c(c3)OCO4)ccc2n1	7%
CN1CCc2c(sc3c2c(=O)n(-c2cccc(Cl)c2)c2nncn32)C1	-5%
Nc1ncnc2c1ncn2CCOc1ccccc1	-5%
O=C(CSc1nnnn1-c1ccc2c(c1)CCC2)NCc1cccs1	-4%
O=C(CSc1nc(-c2ccco2)cc(C(F)(F)F)n1)NCC1CCCO1 (configuration not stated)	-2%
CC1CCCCN1CCNC(=O)c1cc2c(=O)n(C)c3ccccc3c2n1C (configuration not stated)	10%
CCCCC(CC)CN (configuration not stated)	9%&11%
O=c1c2ccccc2nc2c3ccccc3c3nncn3n12	2%
O=C(C1CC1)N1CCc2cc(S(=O)(=O)NCCC3=CCCCC3)ccc21	-5%
CC(C)OC(=O)CN1C(=O)C(C)(C)Oc2ccc(C(=O)NC(C)(C)C)cc21	2%

Structural class, the entries above containing fluorine
SMILES	AmpC inh det
CC1CCc2nc(NCCO)nc(C(F)(F)F)c2C1 (configuration not stated)	-3%
CCOC(=O)C1CCN(C(=O)CN(c2cccc(C(F)(F)F)c2)S(C)(=O)=O)CC1	2%
Nn1c(SCC(=O)Nc2ccccc2F)nnc1-c1cccnc1	11%
O=C(CNc1ccccc1)Nc1ccc(F)cc1	-2%
COc1ccccc1CNc1ccnc(-c2ccccc2C(F)(F)F)n1	8%
CCOc1cc(CN2CCN(c3cccc(C(F)(F)F)c3)CC2)ccc1O	9%
O=C(Nc1cc(C(=O)N2CCOCC2)cc(C(=O)N2CCOCC2)c1)c1cc(F)c(F)cc1Cl	-2%
O=C(Nc1ccccc1OC(F)F)c1ccc(F)cc1	-3%
Cn1cccc1Cc1nnc(SCC(=O)Nc2ccccc2F)n1-c1ccc(F)cc1	14%
O=C(CSc1nc(-c2ccco2)cc(C(F)(F)F)n1)NCC1CCCO1 (configuration not stated)	-2%

New compounds follow:
SMILES	AmpC inh det
C#CCOC(=O)c1ccccc1C(=O)n1nnc2ccccc21	20%
O=C(Nc1ccccc1)OCc1ccccn1	-3%
CC1Cc2cc(C(=O)O)ccc2O1 (configuration not stated)	-6%
COc1ccc(-n2[nH]c(C)cc2=O)cc1	0%
CCOC(=O)c1cc(-c2ccc3c(c2)OCCO3)nc2c1c(C)nn2CCC#N	-5%
Cc1ccc2c(c1)NC(=O)C(CC(=O)NCCCN1CCN(C3CCCCC3)CC1)O2 (configuration not stated)	8%
CC(Sc1nc(-c2ccccc2)cc(C(F)(F)F)n1)C(=O)NCCN1CCOCC1 (configuration not stated)	-2%
CCOc1ccc(-c2cc(CCCC(=O)Nc3cccc(OC)c3)no2)cc1	9%
COc1ccc(CCNC(=O)Cn2c(-c3nonc3N)nc3ccccc32)cc1OC	-3%
Cc1cccc(N2CCN(C(=O)c3cc4ccccc4oc3=O)CC2)c1C	13%
COc1cc(C2=NOC(C(=O)N3CCOCC3)C2)cc(OC)c1OC (configuration not stated)	-3%
O=C(c1ccc(F)cc1)C1CCN(C(=O)c2ccncc2)CC1	1%
Cc1ccc(-c2csc3nc(=O)c(C)nn23)cc1	-1%
Nc1c(C(=O)NCc2ccccc2)nnn1Cc1ccc(F)cc1	4%
O=C(Nc1ccccn1)C1CCN(S(=O)(=O)c2cccc3nonc23)CC1	10%
Cc1cc(C)nc(NC2=NC3CCCCC3N2)n1 (configuration not stated)	-6%
CC(OC(=O)c1ccccc1NCc1ccco1)C(=O)Nc1ncc(Cl)cc1Cl (configuration not stated)	-3%
CCN(C1CCCCC1)S(=O)(=O)c1ccc(OC)c(C)c1	0%
CCN(CC)C(=O)N[C@@H]1C[C@H]2c3cccc4[nH]cc(c34)C[C@@H]2N(C)C1	-1%&-1%[12.8 µM]
C[C@@](Br)(C(=O)O)[C@H](Br)C(=O)O	-1%[5.75 µM]
Cc1cc(C(=O)OCC(=O)NCc2ccco2)c(C)n1-c1ccccc1	8%
c1ccc2c(c1)CCCC2	13%
COC(=O)[C@@]1(Cc2ccc(F)cc2)[C@@H]2[C@@H](CC(=O)[C@H]2CC(=O)C(=O)N(C)C)CN1C(=O)c1ccccc1	-3%
CN(C)S(=O)(=O)N1CCN(S(=O)(=O)N(C)C)CC1	0%
O=C(NCCN1C(=O)C2C3C=CC(C3)C2C1=O)N1CCCCC1 (configuration not stated)	13%
CCC(CC)C(=O)Nc1cc(OC)c(OC)cc1C(=O)O	7%
COc1cc(NS(C)(=O)=O)c(OC)cc1NC(=O)c1cccc(F)c1	-3%
Cc1cccc(OCc2nc(-c3nonc3N)no2)c1C	-3%
COc1cccc(CNc2nc3ccccc3n2CCN2CCCCC2)c1OC	-6%
COc1ccc(NC(=O)Nc2ccccc2C(N)=O)cc1OC	-1%
O=C(Nc1ccc2snnc2c1)N1CCN(c2ccccc2)CC1	5%
c1ccc2ncccc2c1	3%
O=C(NCCc1ccc2c(c1)OCCO2)c1cc2ccccc2o1	12%
COc1ccc(-n2c(/C=C(\C)O)nc(=O)c3c(C)cc(C)nc32)cc1	-4%
CCCn1nnc(NCc2ccc(OCc3cccs3)c(OC)c2)n1	2%
CCC(Oc1ccccc1)C(=O)Nc1ccccc1OC (configuration not stated)	4%
CCN1CCN(CC(=O)Nc2c(C(=O)OC)[nH]c3cccc(Cl)c23)CC1	-4%
N#CC1=C(N)Oc2nc(-c3ccccc3)[nH]c2C1c1cccnc1 (configuration not stated)	-2%
COc1ccc(C2CC(C(F)(F)F)n3nc(CO)c(Cl)c3N2)cc1OC (configuration not stated)	14%
Cc1ccc(C(=O)CN2CCC(NC(=O)C3CCCCC3)CC2)cc1	1%
CCN(CC)CCc1nc(-c2ccccc2)no1	-6%[12.8 µM]
CC(=O)Nc1ccc(S(=O)(=O)NC2=NCN(CCOC(=O)c3ccccc3)CN2)cc1	5%
O=C(CN(C(=O)CCC(=O)Nc1nccs1)c1ccc(F)c(Cl)c1)NCc1ccco1	10%
COc1ccccc1NC(=O)Cc1noc(CSc2nnc(C)s2)n1	0%
CC(C)Sc1nnc(Cn2c(=O)sc3ccccc32)n1-c1ccccc1	7%
O=C(NC1CC1)c1ccc(COc2ccc(F)cc2)o1	10%
CCOC(=O)c1cnn2c(C(F)(F)F)cc(-c3ccccc3)nc12	22%
COc1ccc(-c2cc(C(F)F)nc(-n3nc(C)cc3C)n2)cc1	-2%
O=C(NCc1cccc(CNC(=O)c2ccco2)c1)c1ccco1	6%
CCCCOc1cccc(C(=O)N(Cc2ccco2)C2CCS(=O)(=O)C2)c1 (configuration not stated)	18%
CCCN1CCN(CCCNC(=O)c2cc3c(=O)n(C)c4ccccc4c3n2C)CC1	12%
CCC1(C)Cc2ccccc2-c2nc3n(c(=O)c21)CCCCC3 (configuration not stated)	-2%
COC(=O)CSc1nc2ccccc2nc1SCC(=O)OC	-3%
COC(=O)c1cc(Br)c(=O)n(-c2ccccc2OC)c1	-2%
CCN1CCN(C(=O)C2c3cc(OC)c(OC)cc3C(=O)N3CCc4ccccc4C23)CC1 (configuration not stated)	-2%
c1cc(OCC2CO2)cc(OCC2CO2)c1 (configuration not stated)	-2%
Cc1cc(C)n(-c2ccc(C(=O)Nc3nc4ccccc4s3)cc2)n1	8%
Cc1cccc2cc(CN(Cc3ccco3)S(=O)(=O)c3ccc4c(c3)OCCO4)c(=O)[nH]c12	0%
Cc1ccc2ncnc(NCCCN3CCOCC3)c2c1	-4%
O=C(NCCCN1CCCC1=O)c1ccc(CNS(=O)(=O)c2ccc(F)cc2)cc1	0%
The list continues:
SMILES	AmpC inh det
Cc1cc(C)nc(SCC(=O)Nc2ccc(N3CCOCC3)c(Cl)c2)n1	0%
CCOC(=O)N1CCC(c2cc(=O)n3[nH]c(-c4ccccc4)cc3n2)CC1	6%
Cn1cccc1C(=O)N1CCC2(CC1)CCN(c1ccccn1)CC2	-4%
CCOC(=O)C1CCCN(C(=O)c2ccc3c(c2)OCO3)C1 (configuration not stated)	-3%
O=C(O)C1CCCCC1C(=O)NCCc1cccc(Cl)c1 (configuration not stated)	-8%
CC1(C)CC(NS(=O)(=O)c2ccccc2)CC(C)(C)N1	13%
CC1=CC(C)C(C(=O)O)C(C(=O)O)C1 (configuration not stated)	-3%
COc1ccccc1CNC(=O)C1CCCN(S(=O)(=O)c2cnc[nH]2)C1 (configuration not stated)	7%
Cn1c2ccccc2c2cnn(CC(=O)N3CCN(c4ncccn4)CC3)c(=O)c21	12%
Cn1c(C(=O)NCc2ccc3c(c2)OCO3)cc2sccc21	-3%
CC(C)CCN(C)C1CCN(S(=O)(=O)c2ccc(F)cc2)CC1	11%
COC(=O)C1C2C=CC3(CN(C4CCCC4)C(=O)C13)O2 (configuration not stated)	4%
CCOC(=O)C1=C(C)N2C(=C(C#N)[C@@H]1c1ccc(C(=O)OC)cc1)SC[C@@]2(O)C(C)(C)C	8%
O=C1Nc2ccc(S(=O)(=O)NCc3ccco3)c3cccc1c23	12%
NN(CC(=O)O)CC(=O)O	-2%[5.75 µM]
Clc1ccc(-c2nnc3sc(-c4ccco4)nn23)c(Cl)c1	0%
O=C1C2CCCN2C(c2ccncc2)N1c1ccc(Cl)c(Cl)c1 (configuration not stated)	-3%
CC(=O)c1cccc(N(CC(=O)N2CCOCC2)S(C)(=O)=O)c1	0%
Cc1cc(NC(=O)CSc2nc(CCC3CCCC3)nc3ccccc23)no1	8%
COc1cccc(N2CCN(C(=O)CN(C)S(=O)(=O)c3ccc4c(c3)CCC(=O)N4)CC2)c1	12%

High-throughput results (PubChem)
